SKBR3 24h inh: SK-BR-3 proliferation inhibitors. SK-BR-3 viability, CellTiter-Glo ATP luminescence, 24 h; active compounds read low. viability, % at 10 µM. 41,000 tested, 0.47% active;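 active = viability at or below the median of all test compounds minus 3 SD, in both replicates if run twice, cut at about 45% in these data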;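 note: 100% = median untreated cell wells and 0% = median positive control drug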
Active calls of the source: *. A portion of the library; the hit share may differ from the screen's.

SMILES	SKBR3 24h inh
O=C(N1CCOCC1)C1(c2ccccc2)CCCCC1	98
O=C(Nc1ccc2oc(=O)ccc2c1)c1ccco1	84
c1ccc(Nc2nn[nH]n2)cc1	93
N#CCCSCc1ccc(OCC(=O)O)cc1	77
CC(=O)Nc1ccc(-c2cc3ccccc3o2)cc1	92
Cc1cc(C)nc(/N=C2/NC(=O)CS2)n1	80
Cc1cc(C(=O)Nc2nc3c(s2)CCCC3)cs1	101
CC(C)CCn1c(CN2CCN(Cc3ccccc3)CC2)nc2c1c(=O)[nH]c(=O)n2C	90
C/C(=N\O)C(=O)NCCCn1ccnc1	144
Cc1cc(C)nc(SCc2cccc(C(=O)O)c2)n1	99
O=C(C(Cc1ccccc1)N1C(=O)C2C3C=CC(C3)C2C1=O)N1CCCCC1 (centres undefined)	94
COc1ccc(-c2nnc3n2N=C(c2ccccc2)CS3)cc1OC	24*
CCOC(=O)C1C(=O)CC(C)(O)C(C(=O)OCC)C1/C=C/c1ccccc1 (centres undefined)	75
CCN(CCCNC(=O)C1CCC(=O)N1C1CCCC1)c1cccc(C)c1 (centres undefined)	97
O=C(O)C1CCCN1S(=O)(=O)c1ccc2c(c1)CCC2 (centres undefined)	136
Cc1cc(C)nc(NCCCc2ccccc2)n1	97
CCOc1ccc(NC(=O)C2CC(=O)N(c3cc(C)cc(C)c3)C2)cc1 (centres undefined)	94
COc1cccc(NC(=O)CN(c2ccc(C)cc2)S(=O)(=O)c2c(C)nn(C)c2C)c1	60
COC(=O)c1ccnc(/C=N/O)c1	105
CCc1nc(N2CCN(c3nc(C)cc(C)n3)CC2)c2oc3ccccc3c2n1	57
COc1ccc(C(=O)C(CN2CCCC2)c2ccccc2)cc1 (centres undefined)	115
CCOc1cc(C)nc(N2CCC(C(=O)Nc3ccccc3OCC)CC2)n1	84
COc1ccc(S(=O)(=O)NC(C)C(=O)Nc2cccc(C(C)=O)c2)cc1 (centres undefined)	95
Cc1ccc(-c2c3c(=O)n(C)c(=O)n(C)c3c3nnc4ccccc4n23)cc1	78
O=C1C=C(NCc2ccco2)CC(c2ccc(Cl)cc2)C1 (centres undefined)	79
Cc1cc(Nc2ncc(Cl)cc2Cl)n(-c2ccccn2)n1	107
Cc1ccn2cc(C(=O)NC3CCN(Cc4ccccc4)CC3)nc2c1	81
Cc1ccc(-c2ccccc2NC(=O)C2C3C=CC(C3)C2C(=O)O)o1 (centres undefined)	99
O=P(O)(O)C(O)C(F)(F)C(F)(F)C(F)(F)C(F)F (centres undefined)	105
Cc1cc(OC(=O)N2CCCCC2)cc(C)c1Cl	88
CCN(CC)CCN1C(=O)C(=O)/C(=C(/O)c2ccc(Cl)cc2)C1c1ccncc1 (centres undefined)	72
C=CCSc1nnc(Cc2cc(=O)[nH]c(=O)[nH]2)n1-c1cc(C)ccc1C	105
CCOC(=O)C(NC(=O)Nc1ncccn1)(Oc1ccccc1)C(F)(F)F (centres undefined)	78
C[C@H](NC(=O)Nc1ccccc1F)C(=O)O	108
CCc1n[nH]c2c1/C(=N\O)CC(C)(C)C2	99
CCOC(=O)/C(C#N)=C1/C=CN(c2ccccc2)C=N1	85
COc1ccc(NC(=O)CSc2[nH]c(=O)cc(C)c2C#N)cc1OC	83
Cc1cc(C)cc(NC(=O)C2CCCN(c3nccc(C)n3)C2)c1 (centres undefined)	83
CC(C)Sc1nc(N2CCCC2)c2c(c1C#N)CC(C)(C)OC2	75
Cc1nc(SCC#N)c2c3c(sc2n1)CCC3	99
COc1ccc(C)cc1S(=O)(=O)N1CCN(S(=O)(=O)c2cc(C)ccc2OC)C(C)C1 (centres undefined)	118
CCCc1cc(=O)oc2cc(C)cc(OC(=O)c3ccco3)c12	95
O=C(Oc1cccnc1)c1ccco1	78
N#CC1=C(N)OC2=C(C(=O)CCC2)C1CCc1ccccc1 (centres undefined)	101
CCOC(=O)C1CCN(C(=O)c2n[nH]c(=O)c3ccccc23)CC1	79
CC(C)(C)CC(=O)Nc1nnc(-c2cccs2)s1	76
COc1cc(OC)c(NC(=O)c2c(-c3ccccc3)noc2C)cc1Cl	78
Cc1ccc(C)c(OCCCC(=O)Nc2ccc(N3CCOCC3)cc2)c1	80
COc1ccccc1-c1nc(-c2ccc(C)nc2OC)no1	75
c1ccc(CCC2=NCCn3cccc32)cc1	62
CCOc1ccccc1NC(=O)C1CC2CCCC(C1)C2=O (centres undefined)	108
CCCCn1c(CCNC(=O)c2cccs2)nc2ccccc21	89
CN(C)c1nc2sc3c(c2c(=O)n1C)CC(C)(C)OC3	71
COc1cccc(Cn2c(N)c(C#N)c3nc4ccccc4nc32)c1OC	89
Cc1[nH]c(=O)[nH]c1CN1CCCCC1	76
COc1ccc(CCNc2oc(COc3ccccc3)nc2C#N)cc1	98
CCc1nnc(NC(=O)c2ccc(S(=O)(=O)N(CCOC)CCOC)cc2)o1	35*
COc1cc(OC)cc(C(=O)N(Cc2cc3cc(C)ccc3[nH]c2=O)C(C)C)c1	133
O=C(NCC(c1ccc(F)cc1)N1CCOCC1)c1ccc(Br)o1 (centres undefined)	81
CCCc1c(CC)c(=N)c2ccccc2n1C	82

17 structures already listed, ordered by length of the SMILES, smallest number first.
SMILES	SKBR3 24h inh
O=C(Oc1cccnc1)c1ccco1	78
c1ccc(CCC2=NCCn3cccc32)cc1	62
Cc1[nH]c(=O)[nH]c1CN1CCCCC1	76
Cc1nc(SCC#N)c2c3c(sc2n1)CCC3	99
CC(C)(C)CC(=O)Nc1nnc(-c2cccs2)s1	76
CCOc1ccccc1NC(=O)C1CC2CCCC(C1)C2=O (centres undefined)	108
CCOC(=O)/C(C#N)=C1/C=CN(c2ccccc2)C=N1	85
N#CC1=C(N)OC2=C(C(=O)CCC2)C1CCc1ccccc1 (centres undefined)	101
CCCc1cc(=O)oc2cc(C)cc(OC(=O)c3ccco3)c12	95
CC(C)Sc1nc(N2CCCC2)c2c(c1C#N)CC(C)(C)OC2	75
Cc1cc(C)cc(NC(=O)C2CCCN(c3nccc(C)n3)C2)c1 (centres undefined)	83
COc1cccc(Cn2c(N)c(C#N)c3nc4ccccc4nc32)c1OC	89
COc1cc(OC)c(NC(=O)c2c(-c3ccccc3)noc2C)cc1Cl	78
CCOC(=O)C1CCN(C(=O)c2n[nH]c(=O)c3ccccc23)CC1	79
CCc1nnc(NC(=O)c2ccc(S(=O)(=O)N(CCOC)CCOC)cc2)o1	35*
COc1cc(OC)cc(C(=O)N(Cc2cc3cc(C)ccc3[nH]c2=O)C(C)C)c1	133
COc1ccc(C)cc1S(=O)(=O)N1CCN(S(=O)(=O)c2cc(C)ccc2OC)C(C)C1 (centres undefined)	118

(further entries)
SMILES	SKBR3 24h inh
CCSc1nc2n(n1)C(c1cccc(F)c1)C1=C(CCCC1=O)N2 (centres undefined)	101
CCS(=O)(=O)N1CCN(c2cccc(C)c2C)CC1	92
O=C(Nc1ccon1)c1cc2c(s1)CCCC2	98
CCN1CCN(Cc2c(O)ccc3c(=O)c(-c4ccc(OC)c(OC)c4)c(C)oc23)CC1	70
Cn1c(=O)c2c(nc(SCC(=O)N3CCc4ccccc4C3)n2C)n(C)c1=O	121
CSCCC(N=Cc1c(O)n(-c2ccc(F)cc2)c(=O)[nH]c1=O)C(=O)O (centres undefined)	99
CCOC(=O)c1cnc(SCC(=O)Nc2ccc3c(c2)OCCO3)nc1N	76
N#Cc1ccccc1NC(=O)Nc1cccs1	86
CC(C)(C)OC(=O)N1CCN(c2ccc(NC(=O)Cn3nnc(-c4ccccc4)n3)cc2)CC1	77
CCOCc1cnc(C)nc1NCC(=O)c1c(C)n(C)c2ccc(OC)cc12	85
Cc1ccc(C(C(=O)NC2CCCC2)N(Cc2cccnc2)C(=O)c2snc(C(N)=O)c2N)o1 (centres undefined)	108
COC(=O)CSc1nnc(-c2ccc(S(=O)(=O)N3CCC(C)CC3)cc2)o1	102
Cn1cccc1-c1nc2ccc(NC(=O)c3cccs3)cc2[nH]1	67
CC(=O)NCC(=O)N(c1c(C)n(C)n(-c2ccccc2)c1=O)C1(C(=O)NC2CCCC2)CCCCC1	123
CC1CCCN(c2nc3c(c(=O)n(C)c(=O)n3C)n2CCSc2nc3ccccc3s2)C1 (centres undefined)	69
N=c1n(CCO)c2ccccc2n1Cc1ccccc1Cl	71
c1cc(-c2noc(-c3ccc4c(c3)OCO4)n2)ccn1	97
CCc1ccc2[nH]c(=O)c(CN(Cc3ccco3)S(=O)(=O)c3ccc4c(c3)OCCO4)cc2c1	76
Cc1cccc(N(CC(=O)NCc2ccc3c(c2)OCO3)C(=O)CCC(=O)Nc2ccccn2)c1C	103
O=C(NCCCCCNC(=O)c1ccco1)c1ccco1	89
CC(C)(C)n1ncc2c(=O)n(CC(=O)N3CCCc4ccccc43)cnc21	88
Cc1ccc(-c2csc(N3CCC(NS(=O)(=O)c4ccc5c(c4)OCCO5)CC3)n2)cc1	130
O=C1C2CCCN2C(c2ccccc2)N1c1nccs1 (centres undefined)	72
O=C(Oc1ccc2[nH]cc(CCN3C(=O)c4ccccc4C3=O)c2c1)c1ccco1	86
Cc1cc(NC(=O)C2CC2)ncc1NC(=O)C12CC3CC(CC(C3)C1)C2	84
CCOC(=O)C1CCCN(C(=O)c2ccc3c(c2)NC(=O)C(N2CCOCC2)S3)C1 (centres undefined)	75
O=c1cc(N2CCC3(CC2)OCCO3)[nH]c(=O)n1C1CCCCC1	87
O=C(CSc1nnc(-c2cccs2)n1-c1ccccc1)N1CCc2ccccc21	94
CCn1c(N2CCN(C(=O)C34CC5CC(CC(C5)C3)C4)CC2)nc2ccccc21	105
COc1cccc2c3c(c(C)nc12)CC(C)O3 (centres undefined)	84
CCn1nnnc1SCC(=O)Nc1cc(OC)cc(OC)c1	90
Cc1ccc(N2CN=c3s/c(=C\c4cccnc4)c(=O)n3C2)cc1	102
CCCOc1ccc(C2C(C(=O)c3ccco3)=C(O)C(=O)N2CCN2CCOCC2)cc1OC (centres undefined)	92
Cn1c(Cl)nc2ccccc21	95
CCCCOc1cccc(C2(C(=O)O)CCCC2)c1	104
COC(=O)CSc1nc(N)nc(C)c1Br	93
Cc1cc2n(n1)C(c1cn(-c3ccccc3)nc1C)Nc1ccccc1-2 (centres undefined)	91
Cc1ccc(NCc2nnc(SCC(N)=O)n2CCc2ccccc2)cc1	85
COc1ccc(S(=O)(=O)N2CCOCC2)cc1C(=O)Nc1ccon1	79
CCN1C(=O)/C(=C/N2CC(C)CC(C)C2)SC1=S (centres undefined)	91
O=C(Nc1ccc2c(c1)OCCO2)NC12CC3CC(CC(C3)C1)C2	94
Cc1ccc(C(C(=O)NC2CCCCC2)N(CCC(C)C)C(=O)CNC(=O)c2ccco2)o1 (centres undefined)	99
COc1ccc(CN2CCN(C(=O)c3cccnc3)CC2)cc1Br	96
CCN(CC)S(=O)(=O)c1ccc2oc(C(=O)NC(C)C)c(C)c2c1	92
Cn1nc(CC(=O)NCCN2C(=O)CSC2=O)c2ccccc2c1=O	96
O=S1(=O)CCC(NS(=O)(=O)/C=C/c2ccccc2)C1 (centres undefined)	110
Cc1ccc(-c2nn(-c3ccccc3)c3[nH]c(=O)c(CNCCN(C)C)cc23)cc1	79
COc1cccc(CSc2nc3sc(C)c(C)c3c(=O)n2Cc2ccco2)c1	109
CCOc1ccc(S(=O)(=O)Nc2cc(Cl)ccc2O)cc1	78
CSc1nc(-c2ccco2)nn1C(=O)Cc1ccccc1	91
CC(=O)Nc1nc(C)c(-c2csc(Nc3ccc(O)cc3)n2)s1	95
C=CCn1c(Cc2nc3ccc(Cl)cc3[nH]2)n[nH]c1=S	97
O=C(CCNc1cc(Cl)cc(Cl)c1)c1ccco1	92
COc1ccccc1-n1cnc2cc(C(=O)NCCCN3CCOCC3)ccc21	87
Cc1ccc2c(CC(=O)O)coc2c1	116
Cc1ccccc1-c1n[nH]c(=S)o1	101
CCOC(=O)CC(=O)CSc1nnc2sc3ccccc3n12	99
Cc1ccc2c(c1)N(Cc1ccc3c(c1)OCO3)C(=O)C(C)O2 (centres undefined)	102
COc1ccc(C2C=C(c3ccc(Br)s3)Nc3ncnn32)cc1OC (centres undefined)	79
Cn1c(SCC(=O)N2c3ccccc3Sc3ccc(Cl)cc32)nnc1-c1ccco1	66

(next part)
SMILES	SKBR3 24h inh
CCCCc1[nH]nc2c1C1(C(=O)N(CC)c3ccccc31)C(C#N)=C(N)O2 (centres undefined)	100
CCOc1ccccc1N(CC(=O)O)S(=O)(=O)c1ccc(C)cc1	98
C=CCn1c(SCC(=O)NCc2ccco2)nc2sc3c(c2c1=O)CCC3	84
Cc1nc2cccc(C(=O)NCc3ccccc3)c2o1	90
COc1cccc(C2/C(=C(\O)c3c(C)nc4c(C)cccn34)C(=O)C(=O)N2CCCN(C)C)c1 (centres undefined)	82
O=C(c1ccccc1-c1nc2ccccc2[nH]1)N1CCOCC1	94
COc1ccccc1NC(=O)NCC(=O)Nc1ccc(F)c(F)c1	95
O=C(/C=N/O)NCCN1CCCCC1	85
CC1(C)CC(=O)c2cc(OCC(=O)NCCN3CCCc4ccccc43)ccc2O1	76
COC(=O)N1CN(C(=O)OC)CN(C(=O)OC)C1	130
COc1ccc(S(=O)(=O)Nc2cccc(C)n2)c2ccccc12	105
CC(C)Sc1nc(SCC(=O)NCc2ccco2)c2c3c(sc2n1)COC(C)(C)C3	79
COc1ccccc1CNC(=O)CCn1c(=O)sc2ccccc21	89
O=c1[nH]cnc2c1sc(=S)n2-c1ccccc1	80
O=C(CSc1ncn[nH]1)N1CCN(c2nnc(-c3ccccc3)c3ccccc23)CC1	104
O=C(CN1CCCC1)Nc1ccc(NC(=O)Nc2ccccc2)cc1	105
Cc1ccc(C)c2[nH]c(=O)c(CN(CCN3CCOCC3)Cc3nnnn3CC3CCCO3)cc12 (centres undefined)	53
CCN1CCN(c2ccc(NC(=O)Cc3ccccc3)cc2)CC1	78
CCCCCCn1cc(C(=O)O)c(=O)c2ccccc21	89
COc1ccc(CCNC(=O)c2ccn[nH]2)cc1OC	95
